Screening results deposited in PubChem BioAssay by several laboratories.
Rac1 mut GTP = modulators of GTP binding to human Rac1 activated mutant | P63000 | GST-Rac1 activated beads, fluorescent GTP binding, flow cytometry; actives lie on both sides; 100% means binding = to untreated wells | percent activity (GTP binding), % at 10 µM | hit rate 0.11% among 190,000;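 active = GTP binding at least 20 percentage points away from the 100% baseline, in either direction, so actives lie on both sides; inconclusive = Compound likely fluorescent itself, or too few beads counted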
Rac1 wt GTP bind = human Rac1 wildtype GTP binding, inhibitors and activators. P63000. GST-Rac1 beads, fluorescent GTP binding, flow cytometry; actives lie on both sides; 0 = cold GTP competed, 100 = untreated. GTP binding activity (% of control), % at 10 µM. hit rate 0.27% among 190,000. AID 757;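 active = GTP binding activity at least 20 points away from the 100% control level, either lower or higher; inconclusive = compound flagged as likely green fluorescent, judged across all proteins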
Rab2A wt mod = changes GTP binding to wildtype dog Rab2A, up or down; P61105; GST-Rab2 wt beads, Bodipy-GTP binding, flow cytometry; GTP binding activity, % at 10 µM; hit rate 0.19% among 190,000; AID 760;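 active = GTP binding activity at least 20 points away from 100%, either lowered or raised; inconclusive = signal likely due to the compound's own green fluorescence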;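 also: 0% = beads with excess unlabeled GTP and 100% = no-compound control corrected for plate trend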
HRas wt GTP bind = changes GTP binding to wildtype human HRas | hit rate 0.14% among 190,000 | P01112 | GST-Ras wt beads, Bodipy-FL-GTP binding, flow cytometry; actives lie on both sides | GTP binding activity, % at 10 µM;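 active = GTP binding activity at least 20% away from the 100% baseline, either lowered as inhibitor or raised as activator; inconclusive = flagged as likely green fluorescent, judged across all proteins in the well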;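 also: 0% = unlabeled GTP competition control and 100% = no-compound control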
Target sequence (P01112 whole entry, looked up): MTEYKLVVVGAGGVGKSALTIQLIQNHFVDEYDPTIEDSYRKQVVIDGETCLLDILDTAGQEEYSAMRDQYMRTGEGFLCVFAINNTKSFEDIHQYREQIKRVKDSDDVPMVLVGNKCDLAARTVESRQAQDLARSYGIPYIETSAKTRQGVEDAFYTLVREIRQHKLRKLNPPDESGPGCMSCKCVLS
RGS8-Gao = regulators of human RGS8-Galphao interaction. hit rate 0.34% among 220,000. multiplexed bead flow cytometry, RGS8-Galphao binding; actives lie on both sides. P09471. response (percent of control binding), % at 10 µM; in the data active = response below about 60% or above about 140%; inactive = in between;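 also: Galphao activated as the GDP aluminium fluoride complex binding bead-coupled RGS8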
Target sequence (P09471 whole entry, looked up): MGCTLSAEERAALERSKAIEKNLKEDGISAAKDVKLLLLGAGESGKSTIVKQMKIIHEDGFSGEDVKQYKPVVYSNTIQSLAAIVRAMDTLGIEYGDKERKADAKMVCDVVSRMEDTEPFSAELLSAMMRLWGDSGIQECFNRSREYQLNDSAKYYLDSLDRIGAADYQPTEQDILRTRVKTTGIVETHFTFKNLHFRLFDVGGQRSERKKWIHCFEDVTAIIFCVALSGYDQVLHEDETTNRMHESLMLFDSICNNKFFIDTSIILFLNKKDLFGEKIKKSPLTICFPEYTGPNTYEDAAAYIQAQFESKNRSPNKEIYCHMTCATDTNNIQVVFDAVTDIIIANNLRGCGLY
Cdc42 wt GTP = changes GTP binding to wildtype human Cdc42. GST-Cdc42 beads, Bodipy-GTP binding, flow cytometry; actives lie on both sides. percent activity (GTP binding), % at 10 µM. hit rate 0.2% among 190,000. P60953;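 active = percent activity GTP binding at least 20 points away from the 100% baseline, either down as inhibitor or up as activator; inconclusive = compound flagged as likely green fluorescent from well-wide comparison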;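 also: median bead fluorescence of bound Bodipy-FL-GTP at 100 nM; 0% = excess unlabeled GTP control and 100% = no compound control; below 100% means less GTP binding so inhibitor and above means activator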
Target sequence (P60953 whole entry, looked up): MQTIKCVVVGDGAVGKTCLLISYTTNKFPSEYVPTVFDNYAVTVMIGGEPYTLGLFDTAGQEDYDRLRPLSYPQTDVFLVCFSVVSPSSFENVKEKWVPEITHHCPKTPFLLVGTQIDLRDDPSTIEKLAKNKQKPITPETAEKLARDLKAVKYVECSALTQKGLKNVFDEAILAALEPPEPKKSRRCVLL
Mcl-1 Bim block = human Bim-Mcl-1 interaction inhibition; Bead-based flow cytometry, Bim peptide-Mcl-1 binding; hit rate 0.1% among 190,000; Q07820; inhibition, % at 10 µM; in the data active = inhibition above about 40%;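 also: 0% = no compound tracer wells and 100% = peptide blocker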
Target sequence (Q07820 whole entry, looked up): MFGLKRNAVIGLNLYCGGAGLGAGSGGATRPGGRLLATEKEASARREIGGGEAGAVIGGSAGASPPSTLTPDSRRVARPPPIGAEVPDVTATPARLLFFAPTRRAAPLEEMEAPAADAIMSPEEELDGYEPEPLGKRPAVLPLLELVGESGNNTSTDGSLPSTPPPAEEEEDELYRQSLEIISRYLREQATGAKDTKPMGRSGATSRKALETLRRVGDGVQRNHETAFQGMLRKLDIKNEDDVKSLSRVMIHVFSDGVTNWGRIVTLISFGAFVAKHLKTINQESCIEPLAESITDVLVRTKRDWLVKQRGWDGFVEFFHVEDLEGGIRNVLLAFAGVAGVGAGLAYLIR
Rab7 wt GTP bind = dog Rab7 wildtype GTP binding, inhibitors and activators; GST-Rab7 beads, fluorescent GTP binding, flow cytometry; actives lie on both sides; untreated = 100%, excess cold GTP = 0%; GTP binding activity (percent of control), % at 10 µM; hit rate 0.055% among 190,000;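 active = fluorescent GTP binding to Rab7 beads changed by at least 20 points from the 100% baseline, either direction, mostly lower; inconclusive = compound itself probably fluorescent, or too few beads counted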;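 also: median green fluorescence of bound Bodipy-FL-GTP per Rab7 bead population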
Pf gamet viab = P. falciparum stage V gametocyte viability inhibition; P. falciparum stage V gametocytes, ATP luminescence, 24 h; inhibition, % at 10.9 µM; hit rate 0.065% among 150,000; AID 743093;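 active = inhibition above the mean plus 3 SD of compounds within the control limits, set per campaign, cut at about 38% in these data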;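 also: 0% = DMSO wells and 100% = medium only without gametocytes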
Mcl1 Noxa PPI = Mcl-1/Noxa interaction inhibition | AID 1022 | hit rate 1.5% among 220,000 | inhibition, % at 21.7 µM | TR-FRET Mcl-1/Noxa peptide binding, 2 h;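 active = compounds that cut the protein-peptide binding signal by more than 50% relative to plate controls in a single-dose test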;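 also: His-tagged Mcl-1 with rhodamine Noxa BH3 peptide and terbium anti-His antibody; 0% = Mcl-1 plus Noxa peptide wells and 100% = peptide-only wells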
Mcl1-Bid inh = Mcl-1/Bid interaction inhibition; inhibition, % at 21.7 µM; hit rate 0.97% among 220,000; TR-FRET Mcl-1/Bid-Dy647 peptide binding, 1536-well; Q07820;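 active = compounds that cut the binding signal by more than half at the single screening dose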;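 also: His-tagged Mcl-1 with europium anti-His antibody binding Bid BH3 peptide; 0% = Mcl-1 plus peptide wells and 100% = peptide-only wells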
Numbers without * were called inactive; ? = inconclusive; . = no result given; & = joins results of further samples. Compounds were not picked by outcome; any-hit rate near 2.9%.

SMILES	Rac1 mut GTP	Rac1 wt GTP bind	Rab2A wt mod	HRas wt GTP bind	RGS8-Gao	Cdc42 wt GTP	Mcl-1 Bim block	Rab7 wt GTP bind	Pf gamet viab	Mcl1 Noxa PPI	Mcl1-Bid inh
COc1ccc(NC(=O)C(C/C=C(/C)Cl)C(C)=O)cc1 (stereo not given)	90	90	91	93	84	92	-4	92	-15	-7	-11
Nc1ccc(Nc2ccc([N+](=O)[O-])cc2[N+](=O)[O-])cc1	94	99	94	97	100	93	-3	94	2	20	-30
O=C(c1cnc(Cl)c(Cl)c1)N1CCC(Cc2ccccc2)CC1	95	97	97	99	105	94	1	101	.	51*	4
Cc1[nH]c2ccccc2c1C1=CN2CCS(=O)(=O)N=C2S1	94	104	99	102	98	98	0	100	3	-1	-43
CCN1CCN(Cc2ccc(OCc3ccccc3)cc2)CC1	98	99	97	97	102	99	3	97	18	24	17
O=C(CSc1nnc(SCc2cccc3ccccc23)s1)c1ccc2c(c1)OCO2	?	?	?	?	101	?	2	?	.	-2	-37
CCc1cccc2c(C=C(C#N)C#N)cn(CC(=O)N3CCCCC3)c12	102	103	105	105	99	109	-3	98	6	8	-5
O=C(NCc1ccccn1)c1ccc2nc(-c3ccco3)c(-c3ccco3)nc2c1	94	100	98	100	78	97	6	101	.	92*	-19
O=C(O)C1CC(=O)N(Cc2cccs2)C1 (stereo not given)	100	104	101	103	99	102	-2	102	.	9	20
OCCNCc1cccc(OCc2ccccc2Cl)c1	92	93	96	94	105	105	-1	97	16	4	-8
CC1(C)CC(C#N)(N2CCOCC2)CCO1 (stereo not given)	96	96	97	96	96	96	-1	99	.	14	-29
CCc1cc2c(CN3CCN(CC)CC3)cc(=O)oc2cc1O	99	103	102	102	103	104	-2	100	-11	14	-41
Cc1cccc(Cn2nc(C)cc2NC(=O)Cn2cc([N+](=O)[O-])cn2)c1	92	99	99	97	103	98	-2	108	-18	8	-39
O=C(c1ccc2nc(N3CCOCC3)sc2c1)N1CCN(C(=O)c2ccco2)CC1	97	103	102	101	99	100	-2	102	.	-10	-14
O=C(COC(=O)CSc1ccc2ccccc2c1)NC1CCCC1	97	103	99	100	103	102	-11	99	-5	9	12
CN(C)CCOC(c1ccccc1)c1ccccc1	98	93	98	98	99&104	94	0&2	102	.	-6&22	-4&7
CCOCC(=O)Nc1nnc(COC)s1	97	101	100	101	106	100	-1	101	.	-35	-7
Cc1cc(/C=C2/SC(=S)N(c3ccc([N+](=O)[O-])cc3)C2=O)c(C)n1-c1cccnc1	98	103	104	97	92	99	6	99	.	11	-4
CCOC(=O)c1ccc(Nc2ncnc3ccc(C)cc23)cc1	100	101	102	105	100	103	0	101	.	5	-20
CCOC(=O)N1CCN(C(=O)c2cc(-c3ccc(F)cc3)[nH]c2C)CC1	103	108	101	104	106	107	0	101	.	-5	-32
S=C(NCc1cccs1)Nc1cccc(Cl)c1	?	?	?	?	98	?	-3	?	.	16	-52
O=C(CN1C(=O)NC2(CCCc3ccccc32)C1=O)NCc1ccco1 (stereo not given)	99	102	100	100	101	100	0	96	.	-5	-27
O=C(NCc1ccccc1)c1ccc(CSc2ccccc2)o1	94	93	96	94	101	96	-2	98	.	3	-4
O=C(CCCc1nc2ccccc2s1)NNC(=O)CCN1CCN(Cc2ccccc2)CC1	98	98	99	99	103	100	1	102	1	19	-45
COC(=O)C(CCSC)NC(=O)C12CC3CC(CC(C3)C1)C2 (stereo not given)	98	105	99	100	99	100	-2	98	-4	-3	4

Some of the entries above, reformatted:
| canonical_smiles | Rac1 mut GTP | Rac1 wt GTP bind | Rab2A wt mod | HRas wt GTP bind | RGS8-Gao | Cdc42 wt GTP | Mcl-1 Bim block | Rab7 wt GTP bind | Pf gamet viab | Mcl1 Noxa PPI | Mcl1-Bid inh |
| --- | --- | --- | --- | --- | --- | --- | --- | --- | --- | --- | --- |
| CCc1cc2c(CN3CCN(CC)CC3)cc(=O)oc2cc1O | 99 | 103 | 102 | 102 | 103 | 104 | -2 | 100 | -11 | 14 | -41 |
| O=C(CSc1nnc(SCc2cccc3ccccc23)s1)c1ccc2c(c1)OCO2 | ? | ? | ? | ? | 101 | ? | 2 | ? | . | -2 | -37 |

The list continues.
SMILES	Rac1 mut GTP	Rac1 wt GTP bind	Rab2A wt mod	HRas wt GTP bind	RGS8-Gao	Cdc42 wt GTP	Mcl-1 Bim block	Rab7 wt GTP bind	Pf gamet viab	Mcl1 Noxa PPI	Mcl1-Bid inh
CCCn1c(C)cc(/C=C(\C#N)C(=O)OCC(=O)Nc2cc(OC)c(OC)c(OC)c2)c1C	100	102	99	100	99	100	-4	98	.	6	-49
O=C(CN1C(=O)c2cccc3cccc1c23)Nc1ccccc1	94	99	97	96	106	98	1	98	-26	-15	-11
COC(=O)c1sc(N)c(C(=O)OC)c1COC(=O)CNS(=O)(=O)c1ccc(C)c(C)c1	101	105	99	100	98	101	-5	106	-25	29	-36
CCn1ccnc1CNC(=O)CC1C(=O)NCCN1Cc1ccccc1F (stereo not given)	96	100	99	98	105	100	-2	96	-22	-7	-3
CCCC(=O)Nc1ccc(Cl)c(NC(=O)c2cccnc2Cl)c1	99	101	100	101	100	101	0	101	.	-5	0
CC(=O)N1N=C(c2c(-c3ccccc3)c3cc(C)ccc3[nH]c2=O)CC1c1ccco1 (stereo not given)	100	103	96	100	100	99	-1	100	24	0	7
CCc1ccc(C(C)NC(=O)Cn2cnc3c(=O)n(C)c(=O)n(C)c32)cc1 (stereo not given)	98	105	102	102	91	98	-1	98	-3	-13	-4
O=C(O)CCC(=O)Nc1ccc(N=Nc2ccccc2)cc1	98	98	97	98	104	95	-1	96	.	7	-4
Cc1cccc(OCCN2C(=O)c3ccccc3C2=O)c1	96	95	94	94	99	93	0	94	38	5	-17
O=C(OCc1nc2ccc(Cl)cc2n1CCO)c1ccccc1	94	102	97	96	102	96	-4	98	.	19	-19
O=C(CC(=O)c1ccccc1)Nc1cccnc1	102	109	104	102	99	100	-4	103	-14	9	-12
O=C1c2ccccc2C2(c3ccccc3)NCCN12 (stereo not given)	101	107	105	101	101	105	1	102	.	-4	-22
O=C(c1cnn(C(=O)COc2ccc(Cl)cc2)c1)c1ccccc1O	91	93	95	96	103	91	0	100	7	-27	-43
O=C(O)c1cccc(N/N=C/c2ccc(-c3ccccc3)cc2)c1	96	96	97	98	100	99	0	105	1	11	-10
CCn1c(=O)c(C(=O)Nc2ccsc2C(=O)OC)c(O)c2ccccc21	94	100	95	96	100	99	-10	98	.	0	-10
c1cncc(Nc2nc(-c3ccncc3)cs2)c1	101	109	101	104	110	106	0	103	27	6	-19
CS(=O)(=O)N1CCC(C(=O)Nc2ccccc2F)CC1	101	101	102	100	98	101	-3	98	.	1	-12
CCn1c(SCC(=O)NNC(=S)Nc2ccc(C)cc2)nnc1-c1ccc(Cl)cc1	97	97	96	96	103	98	-9	99	0	-51	-119
COC(=O)c1ccccc1NC(=O)CSc1nc(N)cc(=O)[nH]1	96	99	97	100	103	98	-3	106	-3	19	-48
Cc1cccc(CN(C)CCc2ccccn2)c1	98	101	98	100	102	101	-1	100	.	27	31
Cc1ccccc1NS(=O)(=O)c1ccc2[nH]cc(C(=O)N(C)Cc3ccco3)c(=O)c2c1	98	100	100	103	101	100	-3	99	.	11	51*
CC(=O)NC(Cc1cccc(C)c1)C(=O)NC1CCN(c2ncccc2[N+](=O)[O-])CC1 (stereo not given)	101	103	103	101	100	102	-4	101	13	-16	-37
COc1ccc(/C=C/C(=O)Nc2cccc(C(C)=O)c2)cc1	98	97	100	95	101	100	8	91	-40	2	-34
CCN(CC)c1ccc(NC(=O)COC(=O)c2ccc3ccccc3n2)cc1	98	100	100	101	101	102	-7	100	.	57*	-20
Cc1ccc(C)c(NC(=S)NC2CC3CCC(C2)N3Cc2ccco2)c1 (stereo not given)	99	101	103	101	100	102	-4	99	.	19	-76
SMILES	Rac1 mut GTP	Rac1 wt GTP bind	Rab2A wt mod	HRas wt GTP bind	RGS8-Gao	Cdc42 wt GTP	Mcl-1 Bim block	Rab7 wt GTP bind	Pf gamet viab	Mcl1 Noxa PPI	Mcl1-Bid inh
COc1ccc(-n2cnc3cc(C(=O)NC4CCCC4)ccc32)cc1	98	97	95	98	103	98	-1	95	9	-15	-1
COc1cccc(CNC(=O)c2n[nH]c3ccccc23)c1	99	101	99	98	100	100	0	99	.	5	-6
Cc1ccsc1C(=O)N1CCCC(CCC(=O)NCc2ccc(F)c(F)c2)C1 (stereo not given)	95	99	95	95	102	96	-5	97	-17	-7	-3
Cc1ccccc1C(=O)N1CCc2ccccc2C1	97	97	97	97	100	99	-4	96	.	-12	-11
Cc1ccc(C(=O)C(C)OC(=O)c2cc3cc([N+](=O)[O-])ccc3oc2=O)cc1 (stereo not given)	?	?	?	?	100	?	0	?	-2	-7	2
CC(=O)n1nc(-c2ccc(Cl)cc2)nc1NCc1ccco1	99	105	101	99	103	103	0	99	.	-9	-32
O=C(CN1C(=O)c2ccccc2S1(=O)=O)N1CCOCC1	98	108	100	100	101	100	-4	99	.	0	-3

In a second layout: results already given
Cc1ccsc1C(=O)N1CCCC(CCC(=O)NCc2ccc(F)c(F)c2)C1 (stereo not given)
  Rac1 mut GTP: 95; Rac1 wt GTP bind: 99; Rab2A wt mod: 95; HRas wt GTP bind: 95; RGS8-Gao: 102; Cdc42 wt GTP: 96; Mcl-1 Bim block: -5; Rab7 wt GTP bind: 97; Pf gamet viab: -17; Mcl1 Noxa PPI: -7; Mcl1-Bid inh: -3
Cc1ccccc1C(=O)N1CCc2ccccc2C1
  Rac1 mut GTP: 97; Rac1 wt GTP bind: 97; Rab2A wt mod: 97; HRas wt GTP bind: 97; RGS8-Gao: 100; Cdc42 wt GTP: 99; Mcl-1 Bim block: -4; Rab7 wt GTP bind: 96; Pf gamet viab: .; Mcl1 Noxa PPI: -12; Mcl1-Bid inh: -11
Cc1ccc(C(=O)C(C)OC(=O)c2cc3cc([N+](=O)[O-])ccc3oc2=O)cc1 (stereo not given)
  Rac1 mut GTP: ?; Rac1 wt GTP bind: ?; Rab2A wt mod: ?; HRas wt GTP bind: ?; RGS8-Gao: 100; Cdc42 wt GTP: ?; Mcl-1 Bim block: 0; Rab7 wt GTP bind: ?; Pf gamet viab: -2; Mcl1 Noxa PPI: -7; Mcl1-Bid inh: 2
CC(=O)n1nc(-c2ccc(Cl)cc2)nc1NCc1ccco1
  Rac1 mut GTP: 99; Rac1 wt GTP bind: 105; Rab2A wt mod: 101; HRas wt GTP bind: 99; RGS8-Gao: 103; Cdc42 wt GTP: 103; Mcl-1 Bim block: 0; Rab7 wt GTP bind: 99; Pf gamet viab: .; Mcl1 Noxa PPI: -9; Mcl1-Bid inh: -32
